Bioassay records deposited in PubChem BioAssay by National Center for Advancing Translational Sciences (NCATS).
SNCA viab count: counter-screen for SNCA expression inhibitors: cell viability. HEK-293-SNCA-luc viability, GF-AFC fluorescence, 24 h. Potency, µM (titrated, usually from 57.1 µM), without a hit: at the highest dose activity change, negative = cytotoxicity, usual class: cytotoxic. 150,000 tested, 0.12% active. AID 1671193;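 further: potency means the concentration at half of the fitted maximal effect; 0% = DMSO-treated cells and -100% = medium-only wells without cells; nearly all actives have a fitted effect of over 30% in size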
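Cytotoxicity counterscreen: after 24 h compound treatment of genome-edited SNCA-luciferase HEK-293 cells, live-cell protease substrate GF-AFC read by fluorescence after 30 min; activity scaled between DMSO (0%) and medium-only (-100%), curves Hill-fitted.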
HEK cytotox: kills HEK 293 cells | HEK 293 viability, ATP luminescence (CellTiter-Glo), 48-72 h | Potency, µM (series often up to 115 µM), for the others: at the highest dose activity change, negative = cytotoxicity, most hits filed as inhibitors | 94,000 tested, 6.6% active; further: potency means the concentration at half of the fitted maximal effect; nearly all actives have a fitted effect of over 60% in size
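qHTS cytotoxicity; HEK 293, 250 cells/well; compound pinned; 48 or 72 hr, 37 degree Celsius, 5% CO2, 95% humidity; CellTiter-Glo, 10 min RT; luminescence (ATP).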
NIH3T3 tox: cytotoxic compounds in NIH 3T3 cells | Potency, µM (doses to about 96.7 µM), inactives show at the top dose activity change, negative = cytotoxicity, hits mostly inhibitors | AID 1345082 | NIH 3T3 viability, CellTiter-Glo ATP luminescence, 48-72 h | 94,000 tested, 4.3% active; further: potency means the concentration at half of the fitted maximal effect; nearly all actives have a fitted effect of over 55% in size
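Cells were seeded at 400 per well, treated with pin-transferred compound, and kept 48 or 72 hr at 37 °C before CellTiter-Glo addition and luminescence imaging of cellular ATP.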
GPT2 inh: GPT2 alanine aminotransferase inhibition; 100,000 tested, 0.25% active; Q8TD30; Recombinant GPT2, coupled pyruvate oxidase/HRP Amplex Red fluorescence; Potency, µM (top dose mostly 57.7 µM), inactives show top-dose activity change, negative = inhibition, actives largely listed as inhibitors; further: potency means the concentration at half of the fitted maximal effect; nearly all actives have a fitted effect of over 60% in size; many of its hits are not listed in these tables
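Recombinant GPT2 (10ng/uL) with 250uM a-KG and 2mM L-alanine, 30 min at room temperature, in HEPES pH 7.5 buffer. Pyruvate detected by pyruvate oxidase/HRP/Amplex Red fluorescence after 30 min in the dark; AOA (50uM) as positive control.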
IP6K1 inh: IP6K1 kinase inhibition; Q92551; IP6K1 kinase, ADP-Glo luminescence, 2 h; hits give low values; activity change, % (series mostly up to about 58 µM); 140,000 tested, 0.81% active; AID 1645851; in the data active means activity change below about -25%
Target sequence (Q92551 whole entry, looked up): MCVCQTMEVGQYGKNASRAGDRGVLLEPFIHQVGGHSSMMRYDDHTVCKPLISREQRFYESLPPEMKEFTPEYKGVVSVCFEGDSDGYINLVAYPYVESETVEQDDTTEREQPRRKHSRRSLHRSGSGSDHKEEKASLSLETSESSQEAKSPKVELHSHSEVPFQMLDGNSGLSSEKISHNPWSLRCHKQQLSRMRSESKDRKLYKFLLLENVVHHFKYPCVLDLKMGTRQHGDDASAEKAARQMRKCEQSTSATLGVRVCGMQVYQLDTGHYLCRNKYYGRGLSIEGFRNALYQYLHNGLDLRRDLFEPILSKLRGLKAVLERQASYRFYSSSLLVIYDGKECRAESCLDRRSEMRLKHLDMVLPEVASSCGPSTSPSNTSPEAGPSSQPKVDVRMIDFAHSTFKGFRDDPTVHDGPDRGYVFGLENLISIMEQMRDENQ
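ADP-Glo luminescence measures ADP made by human IP6K1 during a 2 h RT reaction with ATP/IP6 (mix at 1.3 mM/130 uM); top library doses 57.5 and 19.1 uM final.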
FLuc inh: inhibitors of firefly (Photinus pyralis) luciferase | 76,000 tested, 2.5% active | P08659 | AID 1347043 | purified P. pyralis luciferase, luminescence, biochemical | Potency, µM (doses to about 115 µM), without a hit: at the top dose activity change, negative = inhibition, actives largely listed as inhibitors; further: potency means the concentration at half of the fitted maximal effect; nearly all actives have a fitted effect of over 65% in size
Target sequence (P08659 whole entry, looked up): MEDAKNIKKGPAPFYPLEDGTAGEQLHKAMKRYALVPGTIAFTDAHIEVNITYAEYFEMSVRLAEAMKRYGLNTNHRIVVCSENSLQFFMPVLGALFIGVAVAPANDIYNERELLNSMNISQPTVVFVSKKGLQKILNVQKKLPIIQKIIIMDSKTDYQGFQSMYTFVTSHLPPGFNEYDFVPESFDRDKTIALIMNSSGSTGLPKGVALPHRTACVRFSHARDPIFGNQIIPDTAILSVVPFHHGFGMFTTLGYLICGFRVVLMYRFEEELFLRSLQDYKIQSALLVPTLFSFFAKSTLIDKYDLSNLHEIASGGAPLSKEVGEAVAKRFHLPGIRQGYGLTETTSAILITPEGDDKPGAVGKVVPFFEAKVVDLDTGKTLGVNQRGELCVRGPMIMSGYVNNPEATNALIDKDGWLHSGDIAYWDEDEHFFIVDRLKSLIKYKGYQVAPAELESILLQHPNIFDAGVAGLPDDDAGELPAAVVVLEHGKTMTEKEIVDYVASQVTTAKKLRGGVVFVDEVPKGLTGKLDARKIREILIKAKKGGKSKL
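FLuc 10nM, D-luciferin 10uM, ATP 10uM, Mg acetate 10mM, Tris acetate pH 7.5, Tween/BSA; cpd qHTS; enzyme added last; CCD luminescence.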
SNCA expr inhib: inhibitors of alpha-synuclein (SNCA) gene expression; HEK-293 SNCA-luciferase knock-in, luminescence, 24 h; Potency, µM (highest dose often 57.2 µM), for the others: top-dose activity change, negative = inhibition, most hits filed as inhibitors; 140,000 tested, 0.17% active; AID 1671194;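 further: potency means the concentration at half of the fitted maximal effect; plate controls were DMSO cells for no effect and cell-free wells for full effect; nearly all actives have a fitted effect of over 45% in size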
Starred values were filed as active, the others as inactive; i = inactive; ? = inconclusive; / = not tested or not shown; ! = repeats disagree; [ ] = dose if it differs, or a comment. Unless noted, the call rests on the fitted dose curve; in most records, active means well fitted curve in the direction sought with a large enough effect; inconclusive means small, poorly fitted or top-dose-only effect, or another doubt; inactive means no such curve, though single readings can be large; an effect the other way counts as inactive or inconclusive. Unless noted, on the % scale 0 is the no-effect control and ±100 the full control effect. The list is partial; rates above refer to the full screens.

Structure	SNCA viab count	HEK cytotox	NIH3T3 tox	GPT2 inh	IP6K1 inh	FLuc inh	SNCA expr inhib
O=C(Nc1nnc(Cc2ccccc2)s1)C1CC(=O)N(c2n[nH]c3cccc(F)c23)C1 (centres undefined)	2%	-19%	i	i	-2	3%	?
CC(C)NC(=O)N1CNC(=O)C12CCN(C(=O)CN)CC2	-12%	i	i	i	4	/	-24%
CC1=C(C(=O)OCC2CCCCC2)C(c2ccc(Cl)cc2)CC(=O)N1 (centres undefined)	0%	/	/	/	14	/	-12%
CN(C)S(=O)(=O)c1ccc2c(c1)C(=Cc1cc3c([nH]1)CCCC3)C(=O)N2	-4%	/	/	i	/	/	73%[activator]
COCCN1C(=O)c2ccccc2C(C(=O)NCCc2ccc(Cl)cc2)C12CCCC2 (centres undefined)	-11%	?	-28%	i	13	-3%	-17%
CN(C)C[C@@H]1CN(C)C[C@H]1NC(=O)c1nn(C)c2ccccc12	3%	-10%	-11%	-5%	7	-1%	0%
COc1ccc(-c2cc(-c3ccc4c(c3)NC(=O)CO4)nc3c2COc2ccc(C)cc2-3)cc1	6%	/	/	/	-1	/	69%
COC[C@@H]1CN(C(=O)CCn2cc(C)cn2)C[C@H]1c1ccncc1	3%	i	4%	i	-9	6%	7%
O=C(NCCc1noc(-c2cccnc2)n1)NC1CCCCC1	?	-5%	i	3%	21	-14%	-26%
COc1ccc(-c2cc(C(C)=O)c(C)n2CCC(=O)Nc2cccc(C)c2C)cc1	-17%	/	/	/	20	/	-12%
Cc1ccc2c(c1)C(Cc1ccccc1F)C(=O)N2 (centres undefined)	-4%	/	/	/	-14	/	6%
COc1cccc(CC(=O)Nc2ccc3c(c2)CN(Cc2cccc(OC)c2OC)C(=O)CO3)c1	4%	?	-12%	i	-9	0%	-1%
O=C(Nc1ccc(F)cc1)[C@H](CSCc1ccccc1)N1Cc2ccccc2C1=O	-4%	/	/	/	0	/	-1%
Cc1ccc(Nc2ccc3cc(S(=O)(=O)N4CCCCC4)ccc3n2)cc1F	-25%	/	/	/	-10	/	?
CC(=O)N1CCCC(C(=O)N2CCCC(c3nc4ccncc4[nH]3)C2)C1 (centres undefined)	-7%	2%	-2%	3%	16	/	-13%
CN(C)C(=O)c1cccnc1OC1CCN(C(=O)c2ccccc2Br)C1 (centres undefined)	3%	-3%	-3%	?	15	0%	21%
CC(=O)N1CCN(C(=O)c2ccc3oc(-c4cccc(C)n4)nc3c2)CC1	2%	i	-3%	i	7	/	14%
O=C(NC(C(=O)N1CCOCC1)C1CCN(C(=O)c2cccc(F)c2)CC1)c1ccc2c(c1)OCO2 (centres undefined)	0%	-19%	-18%	i	2	-3%	0%
COCCc1nncn1C1CCN(S(=O)(=O)c2cccc(C)c2)CC1	7%	4%	-12%	i	-3	11%	8%
Cc1nn(-c2ccccc2)c2c1C(C(C)C)N(C1CCCN(C(=O)c3ccccc3)C1)C2=O (centres undefined)	/	?	?	/	4	/	/
Cc1c(C(=O)N2CCC(c3nc4ccccc4s3)CC2)oc2ccc(Cl)cc12	-14%	/	/	/	3	/	30%
COc1ccc(-n2nc3c(N4CCCC(C(=O)NCCc5ccc(C)cc5)C4)nnc(C)c3c2C)cc1 (centres undefined)	?	/	/	/	18	/	5%
Cc1cccc(OC(=O)c2cc(-c3ccc(C)c(C)c3)on2)c1	13%	/	/	/	-2	/	-3%
COc1ccc(NC(=O)COc2cccc(-c3nnc4n3CCCC4)c2)cc1	-6%	0%	-14%	3%	1	-2%	-2%
O=C(C1CC=CC1)N1CC(c2nnc(-c3ccncc3)o2)C2(CCOCC2)C1 (centres undefined)	6%	-8%	-16%	i	37	-7%	35%[activator]
COc1ccc(CCNC(=O)c2ccc(Cn3c(=O)c4ccccc4n(Cc4cc(C)ccc4C)c3=O)cc2)cc1OC	-3%	/	/	/	-13	/	16%
O=C(Nc1cccc(OC(F)(F)F)c1)C1(CCO)CCN(c2ncccn2)C1 (centres undefined)	-20%	-11%	-19%	-4%	5	4%	?
O=C(Nc1ccc([C@@H](O)[C@H]2COCC(=O)N2Cc2ccccc2F)cc1)c1ccc(F)cc1	-3%	?	-20%	-1%	-9	-24%	16%
CCOc1ccc(Sc2cc(C(=O)NCCCOC)c3ccccc3n2)cc1	9%	/	/	/	-1	/	-10%
COc1ccc(CNC(=O)[C@@H]2CCC[C@@H](NC3CCOCC3)CN(C)C(=O)C2)cc1	-1%[87.6 µM]	i	3%[174 µM]	i	-5	-4%[172 µM]	22%[87.6 µM]

Structure	SNCA viab count	HEK cytotox	NIH3T3 tox	GPT2 inh	IP6K1 inh	FLuc inh	SNCA expr inhib
O=C(NCc1ccc(F)cc1)N1CCCC(Cc2noc(-c3ccncc3)n2)C1 (centres undefined)	-24%	?	?	2%	0	11%	3%
N#CC(c1ccnc(OCc2ccc(CN3CCOCC3)cc2)n1)c1nc2ccccc2s1 (centres undefined)	16%	/	/	-18%	34	/	/
CCN1C(=O)C(Cc2nc3ccccc3c(=O)n2C)c2cc(C)ccc21 (centres undefined)	-6%	/	/	/	6	/	4%
CN(CCc1noc(C2CN(Cc3ccc(Cl)c(F)c3)C2)n1)S(C)(=O)=O	-7%	40µM*	?	-8%	2	-3%	-25%
COc1ccc(-c2cn(C)c(=O)n3cc(COc4ccnn4C)nc23)c(C)c1	-2%[87.6 µM]	?	?	-7%[88.5 µM]	-24	4%[172 µM]	-29%[87.6 µM]
CCc1nnc2c(NCc3ccc(F)cc3)nc3ccccc3n12	14%	/	/	/	-10	/	-28%
CCc1ccccc1NS(=O)(=O)c1ccc(NC(=O)N2CCCC2)cc1	-6%	/	/	/	42	/	34%[activator]
CC1CCN(Cc2ccc(C(=O)N[C@@H]3CCNC[C@H]3O)o2)CC1	-11%	0%	-7%	2%[11.5 µM]	15	11%	-2%
Cc1ccccc1N1CCN(C(=O)[C@@]23CCCC[C@H]2N(C)C(=O)CC3)CC1	12%	-17%	0%	3%	-6	-4%	-22%
O=C(c1cccnc1)N1CCN2C(=O)N(C3CCCCC3)C[C@H]2C1	2%[87.6 µM]	-1%[172 µM]	-2%[138 µM]	i	3	-10%[172 µM]	7%[87.6 µM]
COc1ccc(-c2nc(C)nc3c2CN(C(=O)N(C)C)CC3)cc1	10%	i	-8%	i	-12	/	15%
O=C(Nc1ccccc1F)N1CCC2(CC1)CC(OCC1CC1)CCO2 (centres undefined)	1%[12.5 µM]	9%	-2%	i	1	2%	-27%
CNC(=O)[C@@H]1CN(Cc2cccc(OC)c2OC)C[C@H]1CO	8%	-14%	-19%	2%	2	-13%	-5%
CC(=O)Nc1ccc(CN2CCn3c(nnc3-c3cccnc3)C2)cc1	13%	-7%	-8%	i	2	/	17%
COC(=O)c1ccccc1NC(=O)CCCN1C(=O)C(c2ccccc2)Oc2cccnc21 (centres undefined)	2%	/	/	/	3	/	-9%
CN(Cc1ccc(OC(F)(F)F)cc1)Cc1ccc(-c2ccccc2)cc1	3%	-4%	-24%	i	-16	5%	-2%
O=C(CCn1cccn1)N1CCc2nn(Cc3ccccc3)c(=O)n2CC1	-3%	-1%	-14%	i	4	9%	5%
COC(=O)c1ccc2c(c1)N(Cc1cc(C)ccc1C)C(=O)c1ccccc1S2	-2%	/	/	/	18	/	6%
CN(C)C(=O)NC1CCN(C(=O)c2ccc(-c3cncnc3)cc2)CC1	1%[12.5 µM]	4%	-6%	i	-13	/	3%
COc1ccc(C(=O)N2CC(N(C)c3ccccc3C)C2)cc1	?	?	?	-12%[88.5 µM]	4	-13%[172 µM]	45%[activator][87.6 µM]
COc1cc(-c2ccno2)ccc1S(=O)(=O)N1CCN(c2cccc(Cl)c2)CC1	11%	/	/	/	-1	/	12%
Cc1ccc(N(C)S(=O)(=O)c2ccc3[nH]c4c(c3c2)CCCC4)cc1	-6%	/	/	/	10	/	?
CCCN(CCC)C(=O)Cn1c(=O)n(-c2ccc(OC)cc2OC)c(=O)c2c3c(sc21)CCC3	?	/	/	/	-9	/	-18%
CCOC(=O)c1ccc(NC(=O)CCS(=O)(=O)c2ccc(C)cc2)cc1	15%	/	/	/	-30*	/	?
CCOc1ccccc1C(=O)NCc1ccc2c(c1)CCN2C(=O)c1ccccc1	4%	/	/	/	2	/	1%
CC1(c2ccccc2)N(Cc2ccccc2)C(=O)OC12CCN(C(=O)Cc1cccc(F)c1)CC2 (centres undefined)	-25%	?	10µM*	4%	-2	-15%	?
CCCC(=O)N1Cc2ccccc2CC2(CCCN2Cc2cccnc2)C1 (centres undefined)	-7%	?	-9%	1%	-11	/	-27%
COc1ccc(CCNC(=O)c2cc3c(-c4ccc(OC)c(OC)c4)nn(C)c3s2)cc1OC	-23%	/	/	/	25	/	17%
CCN1c2ccccc2-c2nc(SCC(=O)NCc3ccc(C)cc3)ncc2S1(=O)=O	5%	/	/	/	9	/	7%
CCOCCCNC(=O)Nc1cc(C(=O)NCc2ccc(C(C)C)cc2)ccc1N1CCCC1	-5%	/	/	/	-2	/	82%[activator]

Structure	SNCA viab count	HEK cytotox	NIH3T3 tox	GPT2 inh	IP6K1 inh	FLuc inh	SNCA expr inhib
CCn1cc(S(=O)(=O)N2CCCC(Cc3ncc(C)n3CC3CC3)C2)cn1 (centres undefined)	10%	-29%	-20%	i	3	-2%	17%
COc1cc(CN(C(=O)c2ccc(C)cc2)c2ccccn2)cc(OC)c1OC	-4%	/	/	/	4	/	28%
O=C(Nc1cc(Cl)cc(Cl)c1)c1ccc(F)c(S(=O)(=O)N2CCCC2)c1	-20%	/	/	/	-10	/	-12%
CC(C)COc1ccc(C(=O)NCC2(N3CCN(C)CC3)CCCCC2)cc1	3%	/	/	/	-1	/	2%
CCc1ccc(-n2c(=O)c3c(C)c(C(=O)N(C)C)sc3n(Cc3ccccc3F)c2=O)cc1	-4%	/	/	/	18	/	-5%
O=C(CN1CC2CC(C1)[C@H]1CCCC(=O)N1C2)NCCCN1CCN(c2ccccc2)CC1 (some centres undefined)	-11%	-7%	-8%	i	0	-6%	-6%
CC1=NS(=O)(=O)N(Cc2ccccc2)C=C1C(=O)OCc1noc(-c2cccc(C)c2)n1	-3%	?	?	i	1	-2%	-26%
CNC[C@H](O)c1ccc(O)c(O)c1	-5%	/	/	14µM*!	-14	/	-2%
CC(=O)N1CCc2cc(Br)cc(S(=O)(=O)NCCc3ccc(Cl)cc3)c21	-1%	/	/	/	-21	/	-1%
